High-throughput results (PubChem)
UBC9 SUMO inh: inhibitors of human SUMOylation (UBC9). P63279. HTRF SUMOylation assay, SAE1/SAE2 + UBC9, in vitro. inhibition, % at 35 µM. actives 0.36% (n = 290,000). AID 2006; in the data active = inhibition above about 50%, passing the limit was not always enough; note: strong numbers were not always called active
IDE act: IDE (human) activation, cell-based; HEK cells, FAbeta-B cleavage, fluorescence polarization; 0% vehicle, 100% cell-free pure enzyme wells; activation, % at 5.96 µM; actives 0.073% (n = 340,000); AID 493087;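 active = activation above the mean of all tested compounds plus 3 SD, set per screening campaign, cut at about 17% in these data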
Target sequence (P14735 whole entry, looked up): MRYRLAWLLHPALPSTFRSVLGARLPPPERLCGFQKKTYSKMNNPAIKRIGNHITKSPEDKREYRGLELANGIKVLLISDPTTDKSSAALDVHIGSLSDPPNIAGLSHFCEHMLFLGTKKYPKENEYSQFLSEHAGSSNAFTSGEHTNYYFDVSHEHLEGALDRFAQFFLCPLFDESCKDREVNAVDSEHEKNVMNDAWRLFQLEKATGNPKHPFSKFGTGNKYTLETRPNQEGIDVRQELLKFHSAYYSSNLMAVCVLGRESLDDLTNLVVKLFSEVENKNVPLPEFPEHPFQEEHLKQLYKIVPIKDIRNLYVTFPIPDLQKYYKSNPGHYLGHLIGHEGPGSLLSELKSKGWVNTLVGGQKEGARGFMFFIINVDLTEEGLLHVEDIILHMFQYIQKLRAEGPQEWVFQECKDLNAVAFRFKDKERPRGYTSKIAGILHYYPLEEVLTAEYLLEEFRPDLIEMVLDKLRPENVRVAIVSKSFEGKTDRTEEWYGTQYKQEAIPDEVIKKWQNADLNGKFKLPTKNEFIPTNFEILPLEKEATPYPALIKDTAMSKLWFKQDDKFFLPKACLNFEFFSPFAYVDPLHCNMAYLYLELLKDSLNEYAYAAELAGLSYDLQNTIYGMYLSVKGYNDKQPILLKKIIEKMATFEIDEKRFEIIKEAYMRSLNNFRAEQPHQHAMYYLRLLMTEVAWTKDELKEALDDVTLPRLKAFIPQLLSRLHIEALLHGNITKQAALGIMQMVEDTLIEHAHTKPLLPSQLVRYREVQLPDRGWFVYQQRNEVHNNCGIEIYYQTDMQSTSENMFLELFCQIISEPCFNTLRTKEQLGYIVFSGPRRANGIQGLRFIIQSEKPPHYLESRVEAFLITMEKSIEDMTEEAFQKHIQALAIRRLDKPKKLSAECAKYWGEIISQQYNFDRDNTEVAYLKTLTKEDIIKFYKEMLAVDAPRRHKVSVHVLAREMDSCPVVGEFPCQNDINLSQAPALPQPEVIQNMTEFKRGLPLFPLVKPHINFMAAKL
MEKK3 PB1 HTS: raises or lowers MEK5 binding to the human MEKK3 PB1 domain | Q99759 | bead-based flow cytometry, Alexa488-MEK5 binding to MEKK3; actives lie on both sides; 0 = blocked by unlabeled MEK5, 100 = vehicle | binding response (% of control), % at 10 µM | actives 1.4% (n = 290,000);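 active = binding response more than 3 SD above or below the average of its plate-row segment, actives on both sides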;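 note: Alexa488 bead fluorescence after subtracting the streptavidin-only scavenger bead signal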
PHOSPHO1 block: blocks human PHOSPHO1 phosphatase activity | recombinant PHOSPHO1, absorbance phosphatase assay | Q8TCT1 | actives 1.1% (n = 290,000) | inhibition, % at 13.3 µM; in the data active = inhibition above about 60%
VIM-2 inh: blocks Pseudomonas aeruginosa VIM-2 metallo-beta-lactamase | purified VIM-2, nitrocefin hydrolysis, epi-absorbance fluorescence | inhibition, % at 5.6 µM | actives 0.89% (n = 290,000);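 active = inhibition above the mean of all tested compounds plus 3 SD, cutoff set per screening run, cut at about 7.5% in these data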;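 note: red hydrolysis product quenches plate fluorescence so inhibitors raise well fluorescence; 0% = enzyme with DMSO and 100% = DMSO without enzyme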
FID counter: displaces DNA intercalator in HCV helicase counter-screen; DNA fluorescent intercalator displacement, fluorescence; inhibition, % at 7.9 µM; actives 0.17% (n = 290,000); in the data active = inhibition above about 37%;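 note: 0% = vehicle and 100% = reference compound; higher means more ethidium bromide displaced from hairpin DNA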
pCIP destab: compounds decreasing mouse p/CIP protein stability; Q05BA5; F442A p/CIP-EGFP cells, EGFP fluorescence, 16 h; decrease of EGFP signal, % at 10 µM; actives 0.01% (n = 290,000);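 active = EGFP signal decrease of at least 30% at 10 µM or well 3 SD below plate mean, unless failing retest; inactive = the rest, including hits failing retest or dose response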; note: some compounds called inactive have numbers as strong as hits; many of its hits are not listed in these tables
IMP-1 inh: blocks Pseudomonas aeruginosa IMP-1 metallo-beta-lactamase | purified IMP-1, nitrocefin hydrolysis, epi-absorbance fluorescence | inhibition, % at 5.6 µM | actives 0.45% (n = 290,000);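 active = inhibition above the mean plus 3 SD of all compounds in the same screening run, cut at about 4.5% in these data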;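 note: 0% = IMP-1 with DMSO and 100% = DMSO wells lacking enzyme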
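system = purified recombinant IMP-1 beta-lactamase | amount = 0.2 nM IMP-1, as dispensed | medium = HEPES buffer pH 7.1 with ZnSO4 and Brij 35 | times = 25 °C, 15 min preincubation, 25 min reaction | detection = plate fluorescence quenching by hydrolysis product, ex 480/em 530 nm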
HCV NS3 hel inh: HCV NS3 helicase inhibition; NS3 helicase DNA unwinding, Cy5 molecular beacon fluorescence; inhibition, % at 10.9 µM; actives 0.56% (n = 290,000); AID 1800;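 active = inhibition above the mean of all tested compounds plus 3 SD, set per campaign, cut at about 35% in these data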;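 note: 0% = DMSO wells and 100% = thioflavine S control wells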
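Compound dosing – single dose, 10.9 µM nominal final, DMSO 0.8% final · System – NS3 helicase fragment of HCV · Buffer or medium – MOPS pH 6.5, MgCl2, DTT, Tween20, BSA · Signal – Cy5 beacon fluorescence read at start and 1 h · Also added – annealed dual-labelled DNA beacon duplex, ATP-started · Schedule – 1 h at 25 °C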
An asterisk follows results filed as active; / = no result given. Not all compounds are listed; the hit share may differ from the screen's.

The opening two records, ahead of the listing:
SMILES	UBC9 SUMO inh	IDE act	MEKK3 PB1 HTS	PHOSPHO1 block	VIM-2 inh	FID counter	pCIP destab	IMP-1 inh	HCV NS3 hel inh
CCOC(=O)C1C(=O)CC(C)(O)C(C(=O)OCC)C1c1ccc(F)cc1 (stereo not given)	12	-6	108	-43	-0.8	-11	-2	-2.5	8
Cn1c(=O)c2c(nc(NCc3ccco3)n2C/C=C/c2ccccc2)n(C)c1=O	13	-3	104	18	/	/	-20	/	/

Main list, repeating the preview:
SMILES	UBC9 SUMO inh	IDE act	MEKK3 PB1 HTS	PHOSPHO1 block	VIM-2 inh	FID counter	pCIP destab	IMP-1 inh	HCV NS3 hel inh
CCOC(=O)C1C(=O)CC(C)(O)C(C(=O)OCC)C1c1ccc(F)cc1 (stereo not given)	12	-6	108	-43	-0.8	-11	-2	-2.5	8
Cn1c(=O)c2c(nc(NCc3ccco3)n2C/C=C/c2ccccc2)n(C)c1=O	13	-3	104	18	/	/	-20	/	/
Cc1ccc(Cl)cc1NC(=O)C1CCCN1S(=O)(=O)c1ccc(-c2ccc(=O)[nH]n2)s1 (stereo not given)	15	-3	100	-4	-0.1	-29	-5	0.2	3
CC(=O)NCC12CC3CC(C1)CC(C(=O)O)(C3)C2	16	8	98	-22	-1.5	2	-12	-1.6	0
Cc1cc2c(nc1C)CCCN2C[C@@H](C)O/N=C1/[C@H]2CCn3c(=O)n(-c4ccccc4)c(=O)n3[C@H]2[C@H](O)[C@@H]2O[C@H]12	10	/	99	-9	-2.2	-5	-3	-3.5	-6
COc1ccc(CCNC(=S)N2CCC(C(N)=O)CC2)cc1	-2	4	86	-84	0.0	-1	-3	-0.1	2
O=C(Cn1ccc([N+](=O)[O-])n1)Nc1nccs1	8	0	98	3	-5.0	-2	-6	-3.1	10
O=C(CSc1nc(O)cc(=O)[nH]1)N1CCOCC1	0	-6	100	37	-1.7	-6	-12	-1.7	5
Cn1c(CNC(=O)c2ccccc2F)nnc1SCC(=O)c1ccccc1	-22	4	102	10	0.5	-17	-1	-1.4	-1
OCCN(CC#CCC(O)(c1ccccc1)C1CCCC1)CCO (stereo not given)	14	5	113	28	-2.8	-2	0	-2.3	4
CSc1nnc([C@@H](NC(=O)OC(C)(C)C)C(C)C)o1	20	2	103	56	-1.3	0	-4	-3.0	-4
CCOC(=O)N1CCN(C(=O)CN(c2ccc(OC)cc2)S(C)(=O)=O)CC1	-12	3	106	2	-3.9	-5	-10	-1.0	1
O=C(CSc1nnc(-c2ccccc2)c(-c2ccccc2)n1)Nc1ccc(Br)cn1	0	2	96	6	-1.4	0	1	0.5	-7
O=C(COc1ncnc2c(Cl)cc(Cl)cc12)NCCC1=CCCCC1	8	0	104	-4	-0.7	-1	9	-2.9	-6
CCCc1nn(C)c(C(=O)Nc2cccc3ccccc23)c1Cl	8	2	131*	21	-0.2	-23	-12	-1.8	8
Cn1c(SCC(=O)Nc2nccs2)nnc1-c1ccc(S(=O)(=O)N2CCCC2)cc1	10	-3	89	-42	0.0	-12	1	-2.2	8
Cc1c(Cl)cccc1NC(=S)/C(=C(\[O-])c1ccc(Cl)s1)[n+]1ccccc1	7	1	88	-1	-2.4	-1	5	-1.8	6
Cc1nc(SCC(=O)Nc2ccc3c(c2)OCO3)c(C#N)c2c1CCCC2	14	0	97	6	-4.1	-2	-14	-2.8	-7
N#Cc1ccc(C(=O)Nc2cccc3ccccc23)c(F)c1	9	-1	99	14	-2.3	-8	7	-3.3	0
CCC(C)N1C(=O)N(c2cccc(Cl)c2)C(C)(O)CC1(C)C (stereo not given)	-16	5	105	16	-1.3	-33	-6	-4.4	-7
CCOC1(C)OCC(=O)[C@]2(CCC3C4CCC5=CC(=O)C=CC5(C)C4C(=O)CC32C)O1 (stereo not given in full)	14	5	102	-15	0.7	-22	-4	-2.1	-8
COCC(C)NC(=O)c1ccc2nc(-c3ccccc3)c(-c3ccccc3)nc2c1 (stereo not given)	-4	7	98	/	-0.3	-39	8	2.8	8
O=C(NC(NC(=O)c1c(F)cccc1F)c1ccc([N+](=O)[O-])cc1)c1c(F)cccc1F	42	-2	101	14	-1.8	-5	-12	-2.4	0
CC(C)Oc1ccc(/C=N/NC(=O)c2nnn(-c3nonc3N)c2CN(C)c2ccccc2)cc1	-28	0	102	24	-1.7	-25	-30	0.2	-7
CCN(C(=O)Cc1ccccc1OC)c1nnc(-c2ccncc2)s1	-2	-6	103	37	-2.8	-19	-6	0.2	-3

Rewritten with bars between the fields: 6 of the compounds above.
mol | UBC9 SUMO inh | IDE act | MEKK3 PB1 HTS | PHOSPHO1 block | VIM-2 inh | FID counter | pCIP destab | IMP-1 inh | HCV NS3 hel inh
O=C(COc1ncnc2c(Cl)cc(Cl)cc12)NCCC1=CCCCC1 | 8 | 0 | 104 | -4 | -0.7 | -1 | 9 | -2.9 | -6
CCCc1nn(C)c(C(=O)Nc2cccc3ccccc23)c1Cl | 8 | 2 | 131* | 21 | -0.2 | -23 | -12 | -1.8 | 8
Cn1c(SCC(=O)Nc2nccs2)nnc1-c1ccc(S(=O)(=O)N2CCCC2)cc1 | 10 | -3 | 89 | -42 | 0.0 | -12 | 1 | -2.2 | 8
Cc1c(Cl)cccc1NC(=S)/C(=C(\[O-])c1ccc(Cl)s1)[n+]1ccccc1 | 7 | 1 | 88 | -1 | -2.4 | -1 | 5 | -1.8 | 6
Cc1nc(SCC(=O)Nc2ccc3c(c2)OCO3)c(C#N)c2c1CCCC2 | 14 | 0 | 97 | 6 | -4.1 | -2 | -14 | -2.8 | -7
N#Cc1ccc(C(=O)Nc2cccc3ccccc23)c(F)c1 | 9 | -1 | 99 | 14 | -2.3 | -8 | 7 | -3.3 | 0

Next section.
SMILES	UBC9 SUMO inh	IDE act	MEKK3 PB1 HTS	PHOSPHO1 block	VIM-2 inh	FID counter	pCIP destab	IMP-1 inh	HCV NS3 hel inh
O=C(NCc1ccc(F)cc1)C1CCC(CNS(=O)(=O)c2cccs2)CC1 (stereo not given)	-6	3	94	2	0.1	-26	-1	-0.1	-8
Cc1cc(C)n(Cc2ccc(C(=O)NCCC3=CCCCC3)o2)n1	8	0	95	27	-2.5	-34	-4	-3.3	-4
COc1ccccc1-c1nc(-c2ccc(Br)cc2)no1	6	6	100	-11	-4.5	4	-6	-4.8	7
CCN(CCO)C(=O)c1ccc2nc(Cc3cccc(Cl)c3)oc2c1	13	-1	106	24	-0.4	-30	-4	1.0	-13
COC(=O)c1cccnc1NC(=S)NNC(=O)c1ccncc1	6	0	95	2	-4.9	-5	5	-1.5	2
S=C(Nc1ccccc1Cl)N(CCCN1CCOCC1)Cc1ccco1	14	-3	95	-4	-2.0	3	-1	-0.6	-4
CC(=O)N/N=C(\C)c1ccc2c(c1)OCCO2	14	-1	103	27	-3.0	-1	-12	-3.2	-8
O=C(NC(=S)N1CCCC1)c1ccc(Cl)cc1	0	3	103	-26	-4.2	-2	1	-2.0	1
Cc1ccc(Nc2c(-c3ccco3)nc3ccccn23)cc1	4	6	90	-5	-1.3	-8	-12	-4.3	27
Cc1cc(SCC(=O)Nc2cccc(S(=O)(=O)NC3=NCCCCC3)c2)nc2ccccc12	-4	4	97	28	4.3	-42	-2	-0.7	2
O=C(O)c1ccc(N=NN2CCCC2)cc1	6	-2	100	-2	-3.0	-1	14	-1.8	5
CCOC(=O)C1CCCN(C(=O)c2ccc3nc(-c4ccc(OC)c(OC)c4)c(-c4ccc(OC)c(OC)c4)nc3c2)C1 (stereo not given)	4	6	98	12	0.3	-67	-3	-0.9	-26
CC(NC(=O)c1ccc(Cl)s1)C1CCCO1 (stereo not given)	13	5	80	3	0.6	-3	-1	-2.8	14
CC(C)OC(=O)CSc1nnc2c(n1)[nH]c1ccc(F)cc12	11	-2	106	6	-1.1	4	5	-2.8	2
O=C(O)c1cc(N/N=C/c2ccc(N3CCOCC3)cc2)ccc1Cl	-3	4	103	3	0.3	-25	-6	-0.2	24
O=C(N/N=C/c1ccccn1)c1ccc(NC(=O)c2ccccc2Cl)cc1	7	2	102	37	-0.3	-21	-14	-2.1	-12
Cc1cc(=O)oc(C)c1C(=O)N1CCc2c([nH]c3ccccc23)C1C(C)C (stereo not given)	10	6	102	4	-1.7	-28	-4	-3.6	3
CC(=O)Nc1ccc(C(=O)N/N=C/C2CC3C=CC2C3)cc1 (stereo not given)	-6	5	101	-15	1.5	1	13	-1.7	1
O=C(Nc1sc2c(c1C(=O)O)CCCC2)c1ccc(F)cc1	32	5	100	14	-0.4	-13	-12	-3.6	22
CCOc1ccc(N(C(C)C(=O)N/N=C(\C)c2cccc(NC(=O)c3ccccc3)c2)S(C)(=O)=O)cc1 (stereo not given)	-1	-6	107	-11	-2.3	-9	-18	0.3	-9
O=C(Cn1cc2c(n1)CCCC2)N1CCCC1	0	3	95	1	-3.4	0	-3	-3.2	4
COCC(C)NC(=S)NCCc1ccc(Cl)cc1Cl (stereo not given)	-6	-3	103	-3	-2.9	-13	-2	-3.8	4
Cc1ccc(OCC(=O)Nc2ccc3c(c2)OCO3)cc1C	12	-1	100	56	-1.6	-15	-10	-3.3	-6
COc1ccc(C(C)C)cc1S(=O)(=O)Nc1ccccn1	16	-4	99	8	1.8	-1	-18	-0.8	9
CCOC(=O)NNC(=O)c1ccc(Cl)cc1	15	0	97	23	-3.1	3	-10	-3.5	-3
Cc1ccc(C)n1-c1cc(S(=O)(=O)N2CCOCC2)ccc1N1CCCC1	22	-5	100	-13	-0.8	-5	-3	-1.7	3
Cc1c(C(=O)NCCN2CCCC(O)C2)oc2c(F)cccc12 (stereo not given)	-2	5	106	43	-0.9	4	-3	-0.7	5
